# Source: PubChem (Sanford-Burnham Center for Chemical Genomics)
# UPR XBP1 act: activators of adaptive XBP1 UPR arm, primary screen, cell-based, CHO-XBP1 luciferase reporter, luminescence, uHTS | activation, % at 20 µM | 330,000 tested, 0.33% active | IRE1-XBP1 UPR activation; percent of tunicamycin response, DMSO as zero;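 active means versus positive control, 20 µM dose yields 30% or more activation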;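 further: 100% = tunicamycin at 10 µg/mL and 0% = DMSO only wells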
#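 Material: CHO-XBP1 cells stably carrying IRE1-XBP1-driven luciferase reporter | Medium: F12 with 10% serum | Compound dosing: 20 µM single concentration, DMSO 1% | Incubation: Overnight seeding at 37 °C, 6 h compound treatment at 37 °C | Detection: Steady-Glo luminescence read | Read-out basis: % activation of reporter signal versus tunicamycin and DMSO controls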
# CXCR6 block: CXCR6 receptor inhibitors, primary screen, cell-based, beta-arrestin, luminescence, CHO-K1 PathHunter, 1536-well; C-X-C chemokine receptor type 6 (Homo sapiens), O00574; 360,000 tested, 0.36% active; inhibition, % at 20 µM; in the data active means inhibition above about 34%, passing the limit was not always enough;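 further: antagonist mode with CXCL16 agonist at 10 nM final; 0% = 10 nM CXCL16 with DMSO and 100% = unstimulated wells without agonist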
# UPR CHOP act: activators of apoptotic CHOP UPR arm, primary screen, cell-based, CHO-CHOP luciferase reporter, luminescence, uHTS; 330,000 tested, 0.34% active; UPR activation; percent of tunicamycin response over DMSO baseline; activation, % at 10 µM;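 active means at 10 µM dose, activation of 40% or more, normalized to positive control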;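 further: 100% = tunicamycin at 10 µg/mL and 0% = DMSO alone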
#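 Assay system: CHO cells with stable CHOP pathway luciferase reporter; Buffer or medium: F12 plus 10% serum; Times: 16-18 h cell attachment, then 6 h compound exposure, 37 °C; Signal: luciferase luminescence; Read-out basis: percent activation relative to tunicamycin control; Control set: tunicamycin high control, DMSO low control.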
# Mdm2 MdmX PPI: inhibitors of human Mdm2-MdmX association, primary screen, cell-based, luminescence, split luciferase, SaOS-2, uHTS | Protein Mdm4 (Homo sapiens) + E3 ubiquitin-protein ligase Mdm2 (Homo sapiens), … | SaOS-2 split-luciferase Mdm2/MdmX complementation | inhibition, % at 8 µM | 330,000 tested, 3% active;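 active means inhibition of at least 50% at 8 µM in the primary screen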
# Target sequence (O15151 whole entry, looked up): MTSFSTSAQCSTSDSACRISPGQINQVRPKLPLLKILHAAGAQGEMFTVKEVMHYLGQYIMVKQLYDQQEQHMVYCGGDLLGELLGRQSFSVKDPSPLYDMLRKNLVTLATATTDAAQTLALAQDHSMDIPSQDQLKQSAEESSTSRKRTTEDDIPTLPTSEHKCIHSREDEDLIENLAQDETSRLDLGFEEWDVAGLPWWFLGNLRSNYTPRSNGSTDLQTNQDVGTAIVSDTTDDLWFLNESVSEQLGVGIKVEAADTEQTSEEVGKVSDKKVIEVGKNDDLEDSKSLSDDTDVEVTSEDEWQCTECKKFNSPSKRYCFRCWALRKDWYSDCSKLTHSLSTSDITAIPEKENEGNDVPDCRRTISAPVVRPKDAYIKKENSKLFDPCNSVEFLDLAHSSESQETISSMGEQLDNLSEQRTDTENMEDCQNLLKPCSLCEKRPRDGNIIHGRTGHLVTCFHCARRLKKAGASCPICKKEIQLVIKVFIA
# Target sequence (Q00987 whole entry, looked up): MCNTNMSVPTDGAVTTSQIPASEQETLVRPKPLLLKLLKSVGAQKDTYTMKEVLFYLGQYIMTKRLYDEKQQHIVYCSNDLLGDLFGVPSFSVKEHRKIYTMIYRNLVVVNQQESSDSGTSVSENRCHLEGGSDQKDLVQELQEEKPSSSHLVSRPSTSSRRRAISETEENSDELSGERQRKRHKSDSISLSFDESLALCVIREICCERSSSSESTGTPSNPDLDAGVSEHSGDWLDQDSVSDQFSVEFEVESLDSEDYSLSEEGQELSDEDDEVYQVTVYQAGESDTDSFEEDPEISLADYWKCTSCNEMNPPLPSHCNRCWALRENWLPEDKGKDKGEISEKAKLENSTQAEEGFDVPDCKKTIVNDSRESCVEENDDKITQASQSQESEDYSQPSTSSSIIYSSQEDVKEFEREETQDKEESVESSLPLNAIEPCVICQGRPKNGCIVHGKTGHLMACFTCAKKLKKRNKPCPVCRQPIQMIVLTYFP
# CCR6 antag: CCR6 receptor antagonists, primary screen, cell-based, CHO-K1, luminescence, beta-arrestin, uHTS; inhibition, % at 20 µM; C-C chemokine receptor type 6 (Homo sapiens), P51684; CHO-K1 CCR6 PathHunter beta-arrestin, CCL20-stimulated; 340,000 tested, 0.49% active;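 active means compounds whose inhibition of the agonist-driven luminescence signal at 20 µM reaches about 50%, limit read from the data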;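 further: cells stimulated with CCL20 at 14 nM final; plate controls were DMSO with CCL20 for no effect and DMSO without agonist for full effect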
# tim23-1 inh: growth inhibitors of tim23-1 mutant yeast, primary screen, luminescence, uHTS; AID 463212, 2010; 330,000 tested, 1.3% active; S. cerevisiae tim23-1 growth, BacTiter-Glo luminescence, 24 h; inhibition, % at 20 µM;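 active means growth inhibition of the mutant yeast at or above 50%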;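 further: temperature-sensitive mutant grown at 25 °C; plate controls were DMSO-treated mutant yeast for no effect and medium wells lacking yeast for full effect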
# APJ ag: agonists of human apelin receptor APJ, primary screen, CHO-K1 cells, PathHunter beta-arrestin, luminescence; activation, % at 20 µM; 330,000 tested, 0.11% active; AID 2520, 2010; P35414; 0% DMSO wells, 100% apelin;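 active means activation more than six SD over the plate average, tested at 20 µM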;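 further: 0% = DMSO alone and 100% = apelin-13 at 10 nM; some results filed as inactive read as strong as hits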
#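 Material: CHO-K1 APJ beta-arrestin complementation cell line; Input: cell density 1000 per well; Incubation: compound stimulation 90 min at 25 °C, detection 60 min; Signal: luminescence from split beta-galactosidase complementation, Galacton Star/Emerald II substrate; Controls: DMSO-only wells as negative, 10 nM Apelin-13 as positive control.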
# APJ antag: antagonists of human apelin receptor APJ, primary screen, CHO-K1 cells, beta-arrestin complementation, luminescence | P35414 | inhibition, % at 20 µM | 330,000 tested, 0.32% active | AID 2521, 2010;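 active means inhibition above about 40% at 20 µM, limit read from the data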;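 further: cells challenged with 10 nM apelin-13 agonist together with compound; plate controls were apelin-13 plus DMSO wells for no effect and DMSO wells lacking apelin-13 for full effect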
# EBI2 block: EBI2 receptor antagonists, beta-arrestin recruitment, primary screen, cell-based, luminescence, 7a,25-OHC stimulation, uHTS; 7a,25-OHC stimulated; 360,000 tested, 0.81% active; inhibition, % at 5 µM; G-protein coupled receptor 183 (Homo sapiens), P32249; in the data active means inhibition above about 38%;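 further: enzyme fragment complementation signal reports receptor beta-arrestin coupling in cells; 0% = agonist plus DMSO wells and 100% = wells without agonist; some results beyond the cut were filed as inactive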
# * = called active by the depositor; · = not tested or not shown.
# A first look (3 entries):
Molecule,CXCR6 block,tim23-1 inh,APJ antag,EBI2 block,UPR XBP1 act,Mdm2 MdmX PPI,APJ ag,UPR CHOP act,CCR6 antag
CC1CCC(NC(=O)C2CCC(CNS(=O)(=O)c3ccccc3)CC2)CC1 (configuration not stated),-7,-13,4,-5,-2,14,2,2.3,8
C#CCNC(=O)C1=C[C@H](C2CC2)C[C@H](OCCCCO)O1,1,12,10,-5,-1,1,4,1.5,10
COc1ccc(C)cc1NC(=S)N1CC(C)OC(C)C1 (configuration not stated),6,9,18,-4,-3,24,3,2.0,7

# This part in full, repeating the preview:
Molecule,CXCR6 block,tim23-1 inh,APJ antag,EBI2 block,UPR XBP1 act,Mdm2 MdmX PPI,APJ ag,UPR CHOP act,CCR6 antag
CC1CCC(NC(=O)C2CCC(CNS(=O)(=O)c3ccccc3)CC2)CC1 (configuration not stated),-7,-13,4,-5,-2,14,2,2.3,8
C#CCNC(=O)C1=C[C@H](C2CC2)C[C@H](OCCCCO)O1,1,12,10,-5,-1,1,4,1.5,10
COc1ccc(C)cc1NC(=S)N1CC(C)OC(C)C1 (configuration not stated),6,9,18,-4,-3,24,3,2.0,7
COc1ccc(CN2CCC(C(=O)N(C)CCc3ccc(OC)c(OC)c3)CC2)c(OC)c1,6,2,-9,-2,-1,-9,-5,-2.0,-7
Cn1c(=O)c2c(nc3n2CCCN3CCc2ccccc2)n(C)c1=O,-4,8,10,-2,0,-27,-1,2.2,13
COCCCNC(=O)/C(C#N)=C/c1c(N2CCN(c3ccccc3)CC2)nc2c(C)cccn2c1=O,-4,39,-9,9,0,2,-4,3.6,-8
CCc1nnc(NC(=O)c2oc3ccc(Br)cc3c2C)s1,7,19,10,-11,-2,-9,-3,7.2,11
Oc1[nH]c2ccccc2c1N=Nc1ccc(C(F)(F)F)cn1,-1,25,3,-6,-3,-26,-1,5.3,-5
O=C(NNS(=O)(=O)c1ccccc1)c1cnn(-c2ccc(Cl)cc2)c1C(F)(F)F,3,-8,19,-7,1,-24,-1,2.9,-21
CCCn1c(SCC(=O)NCc2ccccc2Cl)n[nH]c1=O,1,3,4,-19,-3,8,-3,0.7,-7
COCCCNc1nc2c(c(=O)n(Cc3ccc(Cl)cc3)c(=O)n2C)n1C,-12,26,-11,-12,-9,-18,5,-1.6,9
CC(C)(C)C(=O)/C(=C/c1ccc(Cl)cc1)n1cncn1,0,52*,0,3,-3,99*,-3,1.2,9
CCN(CC(=O)NCc1cccs1)C(=O)c1ccc(S(=O)(=O)Nc2ccccc2C)cc1,-3,11,8,-6,0,7,6,1.9,5
CCS(=O)(=O)N1CCC(C(=O)Oc2ccccc2Br)CC1,0,11,9,-1,-3,6,-3,-0.2,6
O=C(COc1ccccc1F)NC1CC1,-2,14,-7,-14,-1,8,-2,0.8,-3
O=C(Nc1ccccc1Sc1ccccc1)C1CCCO1 (configuration not stated),3,-15,-6,6,-4,14,0,-0.7,3
COc1ccccc1C1CC(=O)Oc2ccc(C(C)(C)C)cc21 (configuration not stated),6,47,·,33,0,1,·,4.7,22
COc1cccc(-c2nc(CS(=O)CC(=O)O)c(C)o2)c1 (configuration not stated),2,-3,17,-10,2,0,-3,-1.8,4
COc1ccc(CCNC(=O)[C@@H]2C[C@H]2c2ccccc2)cc1OC,-7,5,-6,-12,0,12,-1,2.7,3
O=C(NC1CCCCC1)C1CCN(c2nnnn2-c2ccccc2)CC1,-11,8,7,-9,6,2,1,0.5,-2
NS(=O)(=O)c1cccc(NC(=O)Cn2nc(C(=O)O)c3ccccc3c2=O)c1,0,-2,15,7,2,-1,-1,-1.7,12
O=C(NCCc1ccc(F)cc1)C(=O)NCC1CCCN1S(=O)(=O)c1ccccc1 (configuration not stated),-7,3,-4,-17,-2,45,4,-1.0,0
CC1CCC2(CC1)NC(=O)N(CC(=O)Nc1ccc(F)cc1)C2=O (configuration not stated),-6,-9,4,-7,0,11,-2,-0.6,13
CCc1nn2c(=O)cc(CSCC(=O)Nc3ccccc3F)nc2s1,0,15,-12,0,-1,2,-2,0.8,0
O=C(Cn1c(C(=O)O)cc2ccccc21)c1ccccc1,4,10,10,-7,-1,34,-2,-0.1,-9
CCCCOc1ccccc1N,0,14,0,-3,2,2,0,0.7,5
Cc1nc(C)c(C(=O)N2CCCC(C(=O)c3cc(F)ccc3F)C2)s1 (configuration not stated),0,-5,4,1,-2,23,5,1.3,1
COc1ccc(S(=O)(=O)Cc2ccc(C(=O)NCc3ccccc3OC)o2)cc1,2,4,45*,29,-3,-3,3,-0.1,17
O/N=C1\CCCCc2ccccc21,3,-14,-24,-3,-3,12,1,-0.9,4
O=C(Cc1ccc(-n2c(=O)[nH]c3ccsc3c2=O)cc1)N1CCN(c2ccc(Cl)cc2)CC1,-23,7,-9,3,0,-2,1,3.4,4
CC1(C)Cc2c(c(-c3ccccc3)nc3[nH][nH]c(=O)c23)CO1,-5,12,-10,0,1,9,4,-3.7,-10
Cc1cnccc1CNC(=O)CC1C(=O)NCCN1CC(C)(C)C (configuration not stated),3,17,-10,0,0,11,3,-0.8,-10
Cc1cc(N)n(Cc2cccs2)n1,-5,-6,7,5,-1,10,-1,0.7,-1
COC(=O)c1cc(S(=O)(=O)NCC2CCN(Cc3ccc(C)cc3)CC2)c[nH]1,7,-10,2,-8,-3,11,1,-0.8,12
CSc1nc(N)nc2c1ncn2CC(=O)NCC1CCCO1 (configuration not stated),3,-10,7,-10,-1,17,-4,2.1,0
CCn1c(SCC(=O)NCc2ccco2)nc2c1c(=O)n(C)c(=O)n2C,-8,-9,2,-11,-1,15,-3,0.2,-4
CC(CC(=O)N1CCN(c2ccccc2F)CC1)c1ccccc1 (configuration not stated),4,9,21,-5,1,10,-2,-2.5,10
CCOC(=O)c1sc(-c2cccs2)nc1C,4,12,12,-7,2,11,-2,3.5,5
COc1ccc(NC(=O)CN(C)C(=O)c2ccc(COc3ccccc3)o2)cc1,2,1,-17,-4,-2,8,-5,1.2,4
COc1ccc(C(=O)OCC(=O)NC(C)CCc2ccccc2)cc1 (configuration not stated),0,26,-1,-5,-7,5,-3,0.8,12
Cc1cc(C)n(-c2ccc(Cl)c(C(=O)O)c2)n1,4,4,3,-6,-1,-6,2,0.3,7
CN(C)c1ccc(/C=C2\Oc3ccc(C#Cc4cccc(N)c4)cc3C2=O)cc1,-18,19,-26,-8,6,43,-1,7.8,-18
COc1ccc(C(=O)N2N=C(c3cccc(NS(C)(=O)=O)c3)CC2c2cccs2)cc1 (configuration not stated),-4,-2,4,-13,2,-4,-2,1.0,11
Cc1ccc(N2C(=O)c3ccccc3C2Nc2ccccc2F)nc1 (configuration not stated),2,43,16,1,3,-1,-6,0.9,11
Cc1ccccc1-c1nnc(CN2CCC(C)CC2)o1,5,9,12,0,9,-8,-3,2.4,9
CC(C)(C)c1ccc(C(=O)NN2CCOCC2)cc1,-1,-4,-34,3,-4,19,0,0.8,-9
COc1cc(CNC(=O)C2CC2)ccc1OCc1ccccc1,3,25,26,-10,6,-20,-1,2.7,12
C=C1CCN([C@H](C(=O)OCc2ccc(C)cc2)C(C)C)S(=O)(=O)c2ccccc21,-1,18,-3,19,-4,34,-6,-0.7,17
CC(C)(C)OC(=O)C[C@@H]1C/C=C\C[C@H](CC(=O)N(CCO)Cc2ccccc2)C(=O)NC[C@@H](c2ccccc2)OC1=O,56*,-11,54*,23,3,-6,-9,0.0,56*
N#CC(=C1SC=CS1)c1nc(-c2ccccc2)cs1,7,14,-15,-66,31*,-103,-3,3.3,13
O=C(/C=C/c1ccco1)Nc1nc(-c2ccc(F)c(F)c2)cs1,·,2,-28,·,8,10,2,2.5,2
Cc1ccc2c(c1)C1CN(C)CCC1N2C(=O)c1ccc(Cl)c(S(=O)(=O)N2CCOCC2)c1 (configuration not stated),-4,16,-19,1,4,15,-1,-2.1,8
COc1ccccc1C(=O)Nc1cc(Cl)ccc1O,3,-19,-10,0,-3,17,-4,1.3,-15
Cc1ccc(C(=O)N/C(=C/c2ccco2)C(=O)NCCc2c[nH]c3ccccc23)cc1,4,10,-12,6,-3,6,-2,1.0,29
CCn1c(SCC(=O)c2c[nH]c3ccccc23)nnc1-c1cccs1,3,-11,-22,6,1,39,-2,-2.6,2
CC(C)(C)C(=O)/C=c1\s/c(=C\c2ccc(-c3ccc([N+](=O)[O-])cc3)o2)c(=O)n1CC(=O)NC(N)=O,0,22,-35,-15,10,68*,10,2.7,3
CCSc1ncc(C#N)c(=O)[nH]1,1,-9,-20,-8,-3,1,2,0.9,-37
CC(=O)c1c(C(C)=O)c(C)n(NC(=O)c2ccc(Cl)cc2)c1C,-2,-10,1,1,-1,18,-5,-0.5,-6
CN(C)S(=O)(=O)N1CCC(Oc2cccc(C(=O)N3CCCCCC3)c2)CC1,-5,10,12,-8,-4,6,-3,1.7,2
Cc1ccc(CC(=O)Nc2nc3ccccc3s2)cc1,11,29,-2,-10,1,-42,-2,5.7,15

# Continued:
Molecule,CXCR6 block,tim23-1 inh,APJ antag,EBI2 block,UPR XBP1 act,Mdm2 MdmX PPI,APJ ag,UPR CHOP act,CCR6 antag
Cc1cccn2c(=O)c3cc(C(=O)NCC4CCCO4)c(=N)n(CCN4CCOCC4)c3nc12 (configuration not stated),8,7,-6,-9,0,1,31*,1.6,-2
CCOC(=O)CSC1=C(C#N)C(c2ccc(Cl)cc2)CC(=O)N1 (configuration not stated),-3,41,-66,4,-3,25,-1,-1.0,-1
CCc1noc(C)c1C(=O)OCC(=O)c1ccccc1OC,3,20,23,9,-7,17,-2,1.4,4
CCCCC(=O)Nc1nnc(SCC(=O)NC2CCCC2)s1,-6,-9,5,-14,2,34,-4,-0.5,-5
CC(C)N(C(=O)[C@H]1C[C@H](CC(=O)NCc2cccc(C(F)(F)F)c2)C(=O)N2CCc3c([nH]c4cc(-c5ccco5)ccc34)[C@]12C)C(C)C,-1,36,·,19,3,77*,·,5.1,8

# These rows are one share of the data; the hit share may differ from the screen's.
